Screens: PubChem, Broad Institute
PGC1a acetyl inh: lowers PGC1a acetylation signal in U2OS cells; AlphaScreen anti-acetyl-lysine; with virally co-expressed GCN5 acetyltransferase; inhibition, % at 15.6 µM; 350,000 compounds, 0.17% hits;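 active means every replicate shows inhibition of at least 40%; inconclusive means mean inhibition at least 40% but some replicate below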;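 further: 0% = neutral control wells and 100% = positive control wells; some results beyond the cut were filed as inactive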
PAX8 reporter: inhibitors of PAX8 transcriptional activity in RMG-I cells; RMG-I TPO-luciferase reporter, SteadyGlo, 24 h; inhibition, % at 12.6 µM; 360,000 compounds, 1.2% hits; AID 652154;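 active means mean replicate inhibition at least 60% with every replicate also reaching 60%; inconclusive means only one of the two criteria is met; inactive means mean below 60% and not all replicates reaching 60%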;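 further: luciferase light reporting Pax8 driven TPO promoter activity; plate controls were median of neutral control wells for no effect and mitoxantrone controls for full effect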
FN deposit inh: fibronectin deposition inhibition. 350,000 compounds, 0.086% hits. inhibition, % at 12.6 µM. AH1F fibroblasts, Alexa488-fibronectin deposition fluorescence, overnight. AID 743247;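 active means mean inhibition across replicates of 30% or more, regardless of how many single replicates reach that level; inconclusive means mean under 30% yet at least half of replicates reach 30%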;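 further: positive control wells lacked labelled fibronectin entirely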
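Schedule: 1 h cell adhesion before compound, then overnight fibronectin incubation; test system: AH1F fibroblast monolayer depositing Alexa488-labelled fibronectin into matrix; quantity: 10000 AH1F cells per well; probe or stimulus: fluorescent fibronectin at 24 nM final; signal: fluorescence, ex 485 nm, em 525 nm; evaluation: percent inhibition as loss of matrix-bound fibronectin fluorescence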
Cneo AK release: causes C. neoformans cell lysis; adenylate kinase release luminescence, 4 h; normalised: neutral wells 0, clomiphene wells 100; lysis activity, % at 15 µM; 360,000 compounds, 0.2% hits;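 active means mean lysis activity across replicates of at least 80%, whatever share of replicates individually reach that level; inactive means mean lysis activity below 80%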
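Schedule: static 4 h at 37 °C with compound, 1 h detection; system: C. neoformans cells; benchmarks: Clomiphene as positive control; buffer or medium: fresh YPD medium; measure: luminescence rise reflecting yeast cell lysis; measured by: luminescent adenylate kinase detection reagent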
EWS-Fli block: EWS/Fli transcriptional activity inhibition; inhibition, % at 12.6 µM; 350,000 compounds, 0.67% hits; A673 NR0B1-luciferase reporter, viability-normalised;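 active means mean inhibition of at least 50% after viability correction, with every replicate also passing that limit; inconclusive means mean reaches 50% but only one of two replicates passes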;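 further: firefly luciferase signal divided by Alamar Blue viability fluorescence both relative to DMSO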
miR-122 sensor: miR-122 inhibition in Huh7 cells; Huh7 miR-122 Renilla luciferase sensor, 48 h; neutral wells = 0, positive control = 100; activation (reporter increase), % at 12.5 µM; 340,000 compounds, 0.3% hits;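 active means mean replicate activation score at least 90 and every replicate individually at or above 90; inconclusive means only one of the two criteria met; inactive means neither criterion met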;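 further: higher luciferase means less miR-122 activity so hits act as miR-122 inhibitors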
LGR2 antag: inhibitors of bursicon-induced Drosophila LGR2 receptor cAMP signaling. inhibition, % at 9.99 µM. HEK293 LGR2, CRE-luciferase, bursicon-stimulated, 4 h. 380,000 compounds, 0.35% hits;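 active means drop in luminescence signal, shown as inhibition above about 50% in the replicate tests, limit read from the data, passing the limit was not always enough; inconclusive means probably only some replicates passing the limit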;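 further: agonist challenge used bursicon conditioned medium at about half maximal strength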
CASP6 VEID inh: inhibitors of human caspase-6; P55212; purified caspase-6, Z-VEID-R110 cleavage fluorescence; inhibition, % at 12.5 µM; 350,000 compounds, 0.53% hits;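 active means mean inhibition across replicates at least about 35%, with every replicate also reaching that limit, limit read from the data; inconclusive means only one of the two criteria met; inactive means neither criterion met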;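 further: 0% = median of neutral control wells and 100% = no fluorescence left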
Target sequence (P55212 24-179 limits assumed): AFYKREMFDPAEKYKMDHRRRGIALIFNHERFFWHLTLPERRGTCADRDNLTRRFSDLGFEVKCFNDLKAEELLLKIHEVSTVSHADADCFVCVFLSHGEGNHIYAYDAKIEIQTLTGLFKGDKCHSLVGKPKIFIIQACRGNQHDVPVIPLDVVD
Target sequence (P55212 194-293 limits assumed): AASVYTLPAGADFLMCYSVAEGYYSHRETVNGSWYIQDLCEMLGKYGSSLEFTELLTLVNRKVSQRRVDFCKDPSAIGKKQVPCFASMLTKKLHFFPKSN
An asterisk follows results filed as active; ? = inconclusive; nt = not tested or not shown; & = joins results of further samples; [ ] = remark or other dose.

SMILES	PGC1a acetyl inh	PAX8 reporter	FN deposit inh	Cneo AK release	EWS-Fli block	miR-122 sensor	LGR2 antag	CASP6 VEID inh
CCNC(=O)C[C@@H]1CC[C@@H]2[C@@H](COc3ccc(NC(=O)NC(C)C)cc3C(=O)N2C)O1	0.1	-9.8	-19.1	nt	-3.3	-0.1[16.7 µM]	-18.1	nt
CC(=O)N(C)C[C@H]1Oc2cc(C#Cc3ccncc3)ccc2S(=O)(=O)N([C@@H](C)CO)C[C@@H]1C	-2.0	nt	-9.0	5.0	-13.3	-1.8[16.7 µM]	-19.1	1.4
Fc1cccc(Nc2nc(Cl)nc(Cl)n2)c1	0.8	0.8	5.8	nt	-7.3	-6.1	-20.7	0.3
O=C(C[C@H]1CC[C@@H]2[C@H](COC[C@@H](O)CN2S(=O)(=O)c2ccccc2)O1)Nc1ccccc1	2.6	11.8	17.3	-1.1	4.1	5.8[16.7 µM]	-8.3	0.2
COc1ccc(Cl)cc1C(=O)OCC(=O)Nc1cccnc1Cl	2.3	4.0	0.1	5.0	0.0	-4.8	-2.0	-0.3
COc1ccc(C(=O)CCC(=O)Nc2cccnc2)cc1	-0.9	0.3	nt	nt	0.3	nt	-2.2	nt
C[C@@H]1CN([C@H](C)CO)C(=O)c2cc(C#Cc3ccccc3)cnc2O[C@H]1CN(C)CC1CCOCC1	5.5	nt	nt	1.5	-1.6	-6.1[16.7 µM]	10.6	-1.5
C[C@@H](NC(=O)c1cc2c([nH]c3ccccc32)c(-c2ccccc2)n1)C(=O)O	-1.8	3.3	-9.2	2.4	10.0	-3.4	1.4	4.2
CCS(=O)(=O)N1CCC(C(=O)NCCCN2CCCC2)CC1	-7.7	nt	-11.5	1.3	nt	nt	4.5	-47.5
CCCCNC(=S)N(C)/N=C/c1c(F)cccc1F	nt	17.2	5.3	nt	2.0	nt	0.6	0.6
C[C@@H]1O[C@H](C2CC2)Cc2[nH]c(=S)[nH]c(=O)c21	nt	-15.0	-5.7	nt	9.2	nt	-5.8	-1.5
Cc1ccc(S(=O)(=O)N(C)C[C@H]2OCCCC[C@@H](C)Oc3ccc(NC(=O)NC4CCCCC4)cc3C(=O)N([C@H](C)CO)C[C@H]2C)cc1	-5.1	43.5	0.6	-1.9	5.7	-4.4[16.7 µM]	19.5	1.3
O=C(N[C@H]1C=C[C@@H](CC(=O)N2CCOCC2)O[C@@H]1CO)c1ccc2c(c1)OCO2	5.4	-6.5	nt	8.2	-6.9	nt	-8.9	-1.9
CCc1cccc(CC)c1NC(=S)NCCc1ccc(O)c(O)c1	nt	36.1	7.2	-2.7	8.4	-9.1	23.0	9.8
COc1ccc(NC(=O)Nc2ccc3c(c2)C(=O)N([C@H](C)CO)C[C@@H](C)[C@H](CN(C)S(=O)(=O)c2cccs2)OCCCC[C@H](C)O3)cc1	-19.0	nt	nt	1.8	11.9	-7.1[16.7 µM]	14.1	-1.1
CCOC(=O)c1cc(=O)c2ccc(OCC(=O)Nc3ccccc3)cc2o1	-4.1	-15.1	2.2	nt	12.9	nt	6.5	1.1
COc1ccc(S(=O)(=O)Nc2ccc3c(c2)C(=O)N([C@H](C)CO)C[C@H](C)[C@H](CN(C)Cc2ccc(Oc4ccccc4)cc2)O3)cc1	-1.0	7.5	nt	-3.6	16.1	-8.0[16.7 µM]	12.9	0.6
C=CCc1ccc(OCCCN2CCCC(C)C2)c(OC)c1 (configuration not stated)	-3.4	11.3	-5.9	-0.5	nt	1.7	nt	nt
COCC(=O)N(C)C[C@H]1Oc2cc(-c3ccccc3F)ccc2S(=O)(=O)N([C@@H](C)CO)C[C@H]1C	7.2	-4.0	-1.4	61.2	10.4	-55.2[16.7 µM]	-3.3	-0.2
Cc1ccccc1C(=O)N1CCc2c([nH]c3ccccc23)C1C(F)(F)F (configuration not stated)	29.8	5.1	-1.7	-6.4	-2.8	-8.5	12.8	0.5
C[C@@H]1CN([C@H](C)CO)C(=O)c2cc(NS(=O)(=O)c3ccc(F)cc3)ccc2O[C@@H](C)CCCCO[C@@H]1CN(C)S(=O)(=O)c1ccccc1	1.2	50.3	0.9	0.5	5.0	16.6[16.7 µM]	-0.2	0.0
CCOC(=O)C1CCN(C(=O)COc2ccc(S(=O)(=O)N3CCOCC3)cc2C)CC1	nt	-24.4	-16.2	0.5	nt	-5.5	8.1	-0.2
S=C(NCCN(C1CCCCC1)C1CCCC1)Nc1cccc(Cl)c1	-15.1	17.2	2.3	9.6	5.1	11.5	4.5	-7.5
C=CCN1C(=O)[C@]2(O[C@H](CCO)[C@@H]([Si](C)(C)c3ccc(OC)cc3)[C@@H]2C)c2cc(NC(=O)[C@H](C)O)ccc21	5.1	-5.4	nt	2.6	5.4	nt	nt	-1.7
Cc1ccccc1CN1C(=O)c2ccccc2S1(=O)=O	nt	-8.1	3.4	-1.3	2.1	nt	-8.8	-2.1
CCOC(=O)C1C(c2cc(OC)c(O)c(OC)c2)NC(=S)NC1(O)C(F)(F)F (configuration not stated)	-9.3	4.7	-0.6	0.2	7.3	-1.8	nt	0.7
O=C(N[C@@H]1CC[C@@H](CC(=O)N2CCCCC2)O[C@H]1CO)c1ccccn1	24.3	-1.6	8.9	-2.5	-4.4	nt	3.8	0.5
Cn1cnc([N+](=O)[O-])c1Nc1cccc(O)c1	-19.2	nt	nt	2.6	nt	-1.3	1.8	nt
Cc1ccc(NC(=O)CCOc2ccccc2C)cc1C	nt	-36.2	-4.5	2.2	-48.5	nt	-7.2	1.6
Nc1nonc1/C(=N/O)N1CCCC1	-5.9	nt	1.8	0.6	nt	-1.6	nt	nt
CCN(CC)Cc1c(C(=O)N/N=C/c2cccc(OCc3cccc(Cl)c3)c2)nnn1-c1nonc1N	13.9	-25.1	-8.2	-18.6	-7.9	nt	-39.7	nt
C[C@H]1CN([C@@H](C)CO)C(=O)c2cc(C3=CCCC3)cnc2O[C@@H]1CN(C)Cc1ccc(F)cc1	-13.1	nt	3.4	3.4	-1.8	0.6[16.7 µM]	3.1	-1.0
C[C@@H]1CN([C@@H](C)CO)C(=O)c2cc(/C=C/c3ccccc3)cnc2O[C@@H]1CN(C)C(=O)Nc1ccccc1F	-0.1	1.4	nt	9.1	-3.6	-2.7[16.7 µM]	-13.6	-1.6
O=C(NCc1nnc(SCC(=O)N2CCCCCC2)o1)c1ccco1	-2.0	12.4	0.0	-0.8	nt	-2.9	nt	nt
CC(C)COC(=O)N(C)C[C@@H]1OCc2cn(nn2)CCCC(=O)N([C@H](C)CO)C[C@H]1C	9.4&4.7	3.9&-0.9	7.6	-5.3	0.9&-3.6	7.4&-3.5[16.7 µM]	12.8	-3.7
CC1(C(=O)Nc2ccc3c(c2)OCCO3)CCC(=O)N1C1CC1 (configuration not stated)	-1.9	2.4	-10.0	12.3	-4.1	-1.3	3.6	-1.2

A different layout for some results above:
Structure | PGC1a acetyl inh | PAX8 reporter | FN deposit inh | Cneo AK release | EWS-Fli block | miR-122 sensor | LGR2 antag | CASP6 VEID inh
CCOC(=O)C1C(c2cc(OC)c(O)c(OC)c2)NC(=S)NC1(O)C(F)(F)F (configuration not stated) | -9.3 | 4.7 | -0.6 | 0.2 | 7.3 | -1.8 | nt | 0.7
O=C(N[C@@H]1CC[C@@H](CC(=O)N2CCCCC2)O[C@H]1CO)c1ccccn1 | 24.3 | -1.6 | 8.9 | -2.5 | -4.4 | nt | 3.8 | 0.5
Cn1cnc([N+](=O)[O-])c1Nc1cccc(O)c1 | -19.2 | nt | nt | 2.6 | nt | -1.3 | 1.8 | nt
Cc1ccc(NC(=O)CCOc2ccccc2C)cc1C | nt | -36.2 | -4.5 | 2.2 | -48.5 | nt | -7.2 | 1.6
Nc1nonc1/C(=N/O)N1CCCC1 | -5.9 | nt | 1.8 | 0.6 | nt | -1.6 | nt | nt
CCN(CC)Cc1c(C(=O)N/N=C/c2cccc(OCc3cccc(Cl)c3)c2)nnn1-c1nonc1N | 13.9 | -25.1 | -8.2 | -18.6 | -7.9 | nt | -39.7 | nt
C[C@H]1CN([C@@H](C)CO)C(=O)c2cc(C3=CCCC3)cnc2O[C@@H]1CN(C)Cc1ccc(F)cc1 | -13.1 | nt | 3.4 | 3.4 | -1.8 | 0.6[16.7 µM] | 3.1 | -1.0
C[C@@H]1CN([C@@H](C)CO)C(=O)c2cc(/C=C/c3ccccc3)cnc2O[C@@H]1CN(C)C(=O)Nc1ccccc1F | -0.1 | 1.4 | nt | 9.1 | -3.6 | -2.7[16.7 µM] | -13.6 | -1.6
O=C(NCc1nnc(SCC(=O)N2CCCCCC2)o1)c1ccco1 | -2.0 | 12.4 | 0.0 | -0.8 | nt | -2.9 | nt | nt
CC(C)COC(=O)N(C)C[C@@H]1OCc2cn(nn2)CCCC(=O)N([C@H](C)CO)C[C@H]1C | 9.4&4.7 | 3.9&-0.9 | 7.6 | -5.3 | 0.9&-3.6 | 7.4&-3.5[16.7 µM] | 12.8 | -3.7
CC1(C(=O)Nc2ccc3c(c2)OCCO3)CCC(=O)N1C1CC1 (configuration not stated) | -1.9 | 2.4 | -10.0 | 12.3 | -4.1 | -1.3 | 3.6 | -1.2

Next part
SMILES	PGC1a acetyl inh	PAX8 reporter	FN deposit inh	Cneo AK release	EWS-Fli block	miR-122 sensor	LGR2 antag	CASP6 VEID inh
COC(=O)[C@H](C)[C@@H]1C[C@@]1(C)[C@@H](NC(=O)OCc1ccccc1)c1ccccc1	nt	20.0	9.6	-0.8	2.2	5.1	18.5	-0.4
Cc1cccc(OCC(=O)Nc2ccccc2N2CCN(C)CC2)c1	nt	-4.2	3.8	2.9	-13.4	-2.0	14.7	-2.0
COc1ccc(-c2cn(CC[C@H]3CC[C@H](NS(=O)(=O)c4ccccc4C)[C@@H](CO)O3)nn2)cc1	0.6	8.8	nt	-0.9	-0.8	nt	21.0	-2.3
Nc1ccc(S(=O)(=O)Nc2nccc(/C=C/c3cccc([N+](=O)[O-])c3)n2)cc1	3.9	35.7	-3.3	-0.8	1.5	-15.7	6.5	-2.2
COc1ccc(N(C(=O)c2ccc3c(c2)OCO3)C2C=CS(=O)(=O)C2)c(OC)c1 (configuration not stated)	-6.0	9.6	-6.1	0.3	-1.2	-5.3	11.2	1.6
C[C@@H]1CN([C@@H](C)CO)S(=O)(=O)c2ccc(Br)cc2O[C@H]1CN(C)C(=O)CN(C)C	-1.0&-14.3	-12.5	-3.3&-7.7	0.2&-2.5	-4.9&-3.5	-2.7	-10.6	0.1&-0.8
CC1=C(Cl)C2=NS(=O)(=O)CCN2C=C1Cl	?	3.6	-2.9	nt	4.5	2.5	4.7	-1.4
CC(C)c1cccc(C(C)C)c1NC(=O)CNCC(O)c1ccccc1 (configuration not stated)	9.8	5.3	-2.0	-0.7	6.0	4.0	-5.4	-0.1
CCn1c(/C=C2/C(=O)N(C)c3ccccc32)nc2ccccc2c1=O	-9.1	41.9	1.6	-1.0	nt	3.1	nt	nt
